# GC-A act – GC-A (human) enzyme activation | P16066 | HEK293 GC-A cells, cGMP TR-FRET, EC30 ANP; 0% at EC30 ANP, 100% saturating ANP | activation, % at 10 µM | 0.14% of 370,000 active; in the data active = activation above about 40%
# ssDAF-12 act – activators of S. stercoralis DAF-12 nuclear receptor; HEK293 ssDAF-12/GRIP1 lit1-tk-luc reporter, luminescence; % of 3 µM dafachronic acid response; activation, % at 6.8 µM; 1% of 370,000 active; AID 652126;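 active = activation above the mean over all tested compounds plus 3 SD, cut at about 0.9% in these data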;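 note: 0% = DMSO-only wells and 100% = 3 µM delta7-dafachronic acid wells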
# hgDAF12 agonist – activates the H. glycines DAF-12 receptor ligand-binding domain; HEK293 GAL4-hgDAF12 UAS-luciferase reporter, agonist luminescence; normalized to butyrate control; AID 687014; 1.8% of 370,000 active; activation, % at 6.8 µM;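 active = activation above a cutoff set at the mean of all screened compounds plus 3 SD, cut at about 10% in these data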;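 note: 0% = DMSO wells and 100% = sodium butyrate wells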
# DAX1 inh-1 – NR0B1 (DAX1) inhibition; P51843; HEK293 Gal4-DAX1 luciferase reporter, luminescence; inhibition, % at 6.75 µM; 0.99% of 340,000 active; AID 504766;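 active = inhibition above the mean over all tested compounds plus 3 SD, cut at about 4.2% in these data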;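 note: 0% = DAX1-transfected cells with DMSO and 100% = empty-vector control cells with DMSO; inhibition shows as a rise in luminescence from relieved DAX1 repression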
# Target sequence (P51843 207-470 limits assumed): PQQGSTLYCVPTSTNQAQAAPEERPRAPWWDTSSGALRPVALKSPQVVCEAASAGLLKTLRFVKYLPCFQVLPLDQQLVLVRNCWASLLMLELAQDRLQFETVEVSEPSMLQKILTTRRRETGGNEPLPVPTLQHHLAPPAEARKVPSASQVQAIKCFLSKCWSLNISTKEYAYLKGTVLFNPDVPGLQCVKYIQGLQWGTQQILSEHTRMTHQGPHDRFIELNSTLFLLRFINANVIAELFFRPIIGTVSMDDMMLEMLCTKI
# FXN GAA850 act – frataxin GAA850 promoter activation | HEK293 lucGAA850 FXN promoter luciferase reporter, 24 h; percent of 10 µM SAHA response | activation, % at 6 µM | 0.56% of 360,000 active;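 active = activation above the average of all compounds screened plus 3 SD, cutoff fixed separately per campaign, cut at about 7.5% in these data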;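 note: 0% = DMSO wells and 100% = 10 µM SAHA wells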
# proKLK7 act – activators of human kallikrein-7 zymogen; 0.9% of 370,000 active; AID 652039; P49862; purified proKLK7, EDANS-DABCYL substrate fluorescence; 100% is mature enzyme control, 0% vehicle; activation, % at 7 µM;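 active = activation above the mean of all tested compounds plus 3 SD, computed per campaign excluding outliers beyond control limits, cut at about 13% in these data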
# Target sequence (P49862 whole entry, looked up): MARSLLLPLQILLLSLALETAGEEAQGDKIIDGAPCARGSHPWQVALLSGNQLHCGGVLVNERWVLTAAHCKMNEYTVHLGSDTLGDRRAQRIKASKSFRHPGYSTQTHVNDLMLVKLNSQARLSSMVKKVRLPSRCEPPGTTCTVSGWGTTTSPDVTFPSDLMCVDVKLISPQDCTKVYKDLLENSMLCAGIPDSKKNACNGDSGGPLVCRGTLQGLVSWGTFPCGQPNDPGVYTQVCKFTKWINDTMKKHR
# SMARCA2 act – activators of SMARCA2 function; AID 652017; activation, % at 9.1 µM; MG213 cells, MMTV-luciferase reporter, dexamethasone, overnight; 1% of 370,000 active; in the data active = activation above about 7.8%;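 note: 0% = vehicle wells and 100% = reference activator wells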
# DAX1 inh-2 – DAX1 (NR0B1) inhibition, primary screen; HEK293T StAR-luciferase reporter, SF-1/DAX-1 repression relief; inhibition, % at 6.8 µM; 1.1% of 370,000 active; AID 652010;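 active = inhibition above the mean over all tested compounds plus 3 SD, cut at about 3.6% in these data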;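 note: 0% = DAX-1 cells with DMSO and 100% = cells lacking DAX-1 with DMSO; higher inhibition means more luminescence from relief of DAX-1 repression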
# sPLA2-III inh – Blocks human group III sPLA2 activity; Q9NZ20; QFRET BODIPY PC-A2 liposome hydrolysis, fluorescence; inhibition, % at 12.2 µM; 0.56% of 370,000 active;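 active = inhibition above mean plus 3 SD of compounds lying within the high and low control bounds, cut at about 19% in these data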;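 note: 0% = median of test compound wells and 100% = no enzyme DMSO wells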
# Target sequence (Q9NZ20 whole entry, looked up): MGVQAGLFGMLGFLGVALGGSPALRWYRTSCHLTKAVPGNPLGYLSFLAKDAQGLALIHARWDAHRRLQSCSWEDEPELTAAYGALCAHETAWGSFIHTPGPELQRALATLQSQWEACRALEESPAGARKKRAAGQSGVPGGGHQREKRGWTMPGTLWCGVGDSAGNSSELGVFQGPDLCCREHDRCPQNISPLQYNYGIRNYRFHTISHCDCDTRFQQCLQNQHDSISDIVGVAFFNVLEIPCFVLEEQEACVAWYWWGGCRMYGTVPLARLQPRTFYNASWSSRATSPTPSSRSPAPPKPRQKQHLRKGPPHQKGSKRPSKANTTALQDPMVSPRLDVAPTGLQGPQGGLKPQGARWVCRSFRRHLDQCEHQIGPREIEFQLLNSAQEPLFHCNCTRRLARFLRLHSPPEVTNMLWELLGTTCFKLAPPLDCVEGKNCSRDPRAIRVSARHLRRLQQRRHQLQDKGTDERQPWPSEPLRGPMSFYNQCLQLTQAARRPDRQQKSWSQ
# hcDAF-12 act – activates DAF-12 receptor from parasite H. contortus | HEK293 hcDAF-12 lit1-tk-luc reporter, luminescence; 0% DMSO, 100% Δ7-dafachronic acid | activation, % at 6.8 µM | 1.4% of 370,000 active | AID 652067;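 active = activation above the mean of all tested compounds plus 3 SD, cut at about 5.5% in these data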;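 note: 100% = response to 3 µM Δ7-dafachronic acid high control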
# GC-B act – GC-B (human) receptor activation | activation, % at 10 µM | 0.11% of 370,000 active | P20594 | HEK293-GC-B cells, CNP EC30, cGMP TR-FRET; 0% at EC30 CNP, 100% saturating CNP;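 active = activation at 10 µM reaching about 35% in either raw or pattern-adjusted values, limit read from the data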
# * = called active by the depositor; x = no result given.
# Values run as follows: ssDAF-12 act	sPLA2-III inh	GC-A act	hgDAF12 agonist	SMARCA2 act	hcDAF-12 act	GC-B act	FXN GAA850 act	DAX1 inh-1	DAX1 inh-2	proKLK7 act
COc1ccc(C(=O)OCC(=O)NCc2ccc3c(c2)OCO3)cc1[N+](=O)[O-]
    -0.9	0	0	5.1	1	3.2	-2	3.0	0.5	0.7	0.1
Cc1ccc(SCCC(=O)N(C)C)cc1
    -1.1	0	-1	2.1	0	2.8	-1	-2.7	0.8	1.5	-0.3
COc1ccccc1CNC(=O)C1(C)CCCCN1C (stereo unspecified)
    -0.9	-6	3	1.4	-5	-0.1	8	0.8	x	0.3	0.2
O=C(c1cc2cc(F)ccc2[nH]1)N1CCN(c2ccc(F)cc2)CC1
    -0.1	3	-1	1.0	0	4.1	-2	-0.3	-1.0	0.5	-0.7
O=C1N=C(O)CN1/N=C/c1ccc(-c2ccc([N+](=O)[O-])cc2)o1
    -0.6	-10	-4	0.7	-3	1.3	-3	-0.5	-0.9	-2.6	0.9
Nc1[nH]c(C(=O)c2ccc(Br)cc2)c(-c2ccccc2Br)c1C(=O)NCCc1c[nH]c2ccccc12
    -0.6	-30	-6	-0.4	-3	0.8	-1	x	x	1.0	-0.1
Cc1cc(NC(c2ccc(Cl)cc2)c2ccc3cccnc3c2O)no1 (stereo unspecified)
    -1.3	35*	-2	-9.9	-1	-2.9	3	-8.5	-2.2	-4.0	0.0
C=CCN(C(=O)c1csnn1)C(C(=O)NC1CCCC1)c1ccccc1 (stereo unspecified)
    -1.0	8	-1	1.0	0	-0.4	4	-0.8	-0.2	0.7	-0.3
COC(=O)C1=C(C)N(C)C(C)=C(C(=O)OC)C1c1ccc(C(=O)OC)cc1
    -0.6	3	-12	0.0	0	-1.6	-2	2.6	1.5	0.0	0.5
Cc1ccc(NC(=O)C2CCCN(C3=NS(=O)(=O)c4ccccc43)C2)c(O)c1 (stereo unspecified)
    0.4	-27	-1	1.3	4	2.6	-6	1.2	-1.2	-0.1	-0.4
O=C(NCc1ccc(C(F)(F)F)cc1)C1CC(c2cccc(F)c2)=NO1 (stereo unspecified)
    -1.7	2	3	0.7	2	0.5	2	1.2	1.9	-0.1	0.3
COc1ccc(NC(=O)COc2coc(CN3CCc4ccccc43)cc2=O)cc1
    -1.1	7	3	-0.4	0	0.8	-2	0.2	-1.5	0.4	0.0
COc1ccc(CNC(=O)CCS(=O)(=O)Cc2cccc(Cl)c2)c(OC)c1
    -0.5	-10	-7	-3.4	-5	-1.5	-5	-0.1	-0.2	-0.7	0.9
N#Cc1c(SCc2ccccc2)sc(C(=O)c2ccccc2)c1N
    -1.1	6	0	0.3	3	-1.5	1	1.8	0.6	-0.7	0.2
Cc1ccc(C)c(SCc2noc(C(=O)NCC3CCCO3)c2C(=O)O)c1 (stereo unspecified)
    -1.2	0	1	0.9	1	0.1	2	0.9	1.9	0.3	0.0
COc1ccc(CNC(=O)C(c2ccco2)N(Cc2ccccc2)C(=O)Cc2cccs2)cc1 (stereo unspecified)
    -1.0	2	-14	-1.0	-6	-0.7	-5	-4.1	-0.2	0.6	0.0
OC[C@@H]1CN(Cc2cccs2)C[C@H](n2cnc3c(N4CCN(c5ccccc5)CC4)ncnc32)O1
    -0.7	-15	0	-0.1	-4	-0.8	14	-2.2	x	-1.8	-0.4
Cc1ccc(NC(=O)COC(=O)[C@H](C)NC(=O)c2ccccc2)cc1S(=O)(=O)N1CCOCC1
    -0.6	-12	-2	1.0	-3	-0.6	5	0.3	-0.4	0.6	0.8
Cc1ccc2c(cnn2C(=O)CCC(=O)NCc2ccccc2Cl)c1
    -0.6	0	-1	-0.9	0	3.5	-4	1.1	0.5	0.7	-0.5
COc1cc(CN2C[C@@H](CO)O[C@@H](n3cnc4c(N(C)C)ncnc43)C2)cc(OC)c1OC
    -1.6	9	3	0.6	-2	-1.4	1	0.7	x	-0.4	0.6
O=C1CC(c2ccco2)CC(O)=C1C=Nc1cc(Cl)ccc1O (stereo unspecified)
    -0.9	10	11	-5.4	-2	-0.5	0	-1.7	0.8	-0.8	-0.8
COC(=O)C1=C(C)N(C(C)c2ccccc2)C(=O)/C1=C\c1ccco1 (stereo unspecified)
    -1.8	4	-3	-2.8	-2	-1.3	-3	1.4	2.1	-1.1	0.4
O=C(NC1CC1)c1ccc(CS(=O)(=O)c2c(Cl)cccc2Cl)o1
    -0.4	-7	1	0.1	-1	0.2	1	-1.0	0.5	0.0	0.5
O=C(Nc1ccc2c(c1)OCO2)c1cc(C2CCCCN2C(=O)c2ccccc2)on1 (stereo unspecified)
    -1.4	5	1	0.0	-2	-1.2	0	-0.6	x	-2.2	0.4
CCCCOc1ccc(CC2CCC(=O)NC2=O)cc1 (stereo unspecified)
    -1.2	-6	9	-0.5	-2	-1.8	-6	1.6	1.8	-0.2	-0.4
CCCN=Cc1ccc(O)cc1
    -1.0	-1	2	-1.3	-3	0.4	9	-0.7	x	0.1	-1.4
Cc1ccc(C(=O)N2CCN(CCNC(=O)C(=O)Nc3ccc(Cl)cc3)CC2)cc1
    -0.9	0	-1	4.7	1	0.3	1	0.8	-0.6	1.2	1.0
O=C(O)c1ccc2c(=O)n3c(nc2c1)/C(=C/c1ccccc1OC(F)F)CC3
    -0.5	8	0	-1.1	0	-2.7	-2	0.2	2.0	0.0	-0.6
CC(=O)c1c(C)[nH]c(C(=O)NCc2ccc(F)cc2)c1C
    -1.2	2	-2	7.2	-5	-0.8	-2	1.8	-0.8	0.2	0.2
Cc1ccc(S(=O)(=O)N2CCN(C(=O)COC(=O)CSc3cc(C)ccc3C)CC2)c(C)c1
    -0.8	-27	2	0.3	1	-0.4	2	0.9	0.3	-0.8	0.3
O=C1NC(NS(=O)(=O)c2ccccc2)(C(F)(F)F)C(=O)N1Cc1cccnc1 (stereo unspecified)
    -1.5	9	3	-0.2	0	-1.4	12	-1.3	1.0	0.5	-0.3
COc1cccc(NC(=O)C2(C)CCCN2C(=O)C(C)C)c1OC (stereo unspecified)
    -1.4	-4	0	-3.2	4	0.2	3	-0.1	x	0.8	-0.7
Cc1ccc(CCN2CC(C(=O)NC(C)C)CC2=O)cc1 (stereo unspecified)
    -1.4	6	2	-1.8	-4	0.8	6	0.8	3.3	0.2	0.1
Cc1cccc(C)c1NC(=S)N1CC(C)OC(C)C1 (stereo unspecified)
    -1.7	3	6	-0.5	-2	-0.6	4	0.2	1.9	0.1	0.5
N#Cc1ccc(CN(c2ccncc2)S(=O)(=O)c2ccccc2)cc1
    0.1	5	1	0.4	-4	2.1	3	0.0	1.1	0.1	0.0
COc1ccccc1CCNC(=O)c1cc(-c2ccccn2)nc2ccccc12
    -0.7	20*	16	3.4	-2	1.2	12	-1.4	-2.5	-1.5	0.5
CCOc1ccc(NC(=O)Nc2cc(C(C)C)c(O)cc2C)cc1
    -1.8	-6	4	-0.6	-1	-1.6	-1	1.9	0.8	0.0	0.1
CCOCCCNS(=O)(=O)c1ccc(NC(=O)N2c3ccccc3Sc3ccccc32)cc1
    -1.2	-3	-1	-4.5	0	-1.1	5	-3.7	1.0	-0.5	-0.4
c1csc(C(c2nnnn2C2CCCCC2)N2CCN(c3nc4ccccc4s3)CC2)c1 (stereo unspecified)
    -0.9	3	-4	-1.3	-4	-0.1	-3	-0.2	-1.0	-0.6	0.9
COc1ccc(NC(=O)COc2ccc(-n3cnnn3)cc2)cc1OC
    -1.1	10	-4	-0.5	-2	-0.1	-3	1.0	1.2	-1.2	0.8
O=C(NCCc1ccccc1)C(=O)NCC1OCCN1S(=O)(=O)c1ccc(F)cc1 (stereo unspecified)
    -1.4	0	0	-0.2	-1	-0.6	6	-0.8	1.6	-0.1	0.1
COc1ccc2nc(NC(=O)CN(C)S(=O)(=O)c3cccs3)sc2c1
    -2.1	-19	13	5.0	1	-1.7	0	-3.1	-0.8	0.1	0.4
CCN(CC)S(=O)(=O)c1cccc(NC(=O)C(=O)c2c(-c3ccccc3)cc3ccccn23)c1
    -1.7	-11	-4	-2.4	-4	-3.1	7	-5.2	-3.2	-1.6	-0.2
Nc1nc2c(s1)CCCCCCCCCC2
    -0.7	-3	-7	-0.3	-2	-0.9	-1	3.4	x	-0.2	0.0
Cc1cccc(CC(=O)OCn2nnc3ccccc3c2=O)c1
    -0.8	9	3	-0.9	-4	-0.4	3	0.1	0.2	0.2	-0.2
OCCN(CC#CC(O)(c1ccccc1)C1CCCCC1)CCO (stereo unspecified)
    -2.0	-5	-4	-1.4	-2	0.2	-3	1.7	0.1	-0.2	-0.5
CCCCNS(=O)(=O)c1ccc2nc(SCC(=O)c3ccc(C#N)cc3)[nH]c2c1
    -1.5	-34	-6	-0.9	0	-1.5	0	0.1	-1.1	-0.1	-3.6
Cc1cc(C)c(NC(=O)Nc2ccc3c(c2)OCO3)c(C)c1
    0.0	7	1	3.8	2	1.6	2	3.7	1.8	4.7*	0.1
O=C(CN1CCN(S(=O)(=O)c2ccc(Cl)cc2)CC1)N1CCCC1
    -0.8	4	3	-0.8	-1	-0.1	-6	-0.1	1.1	1.2	0.3
Cc1cc(C(C)(C)C)ccc1OCCN(C)C
    -0.8	1	6	1.4	1	1.8	-3	0.6	-1.0	-0.2	-0.6

# 2 compounds picked at random from the list so far:
# Values run as follows: ssDAF-12 act	sPLA2-III inh	GC-A act	hgDAF12 agonist	SMARCA2 act	hcDAF-12 act	GC-B act	FXN GAA850 act	DAX1 inh-1	DAX1 inh-2	proKLK7 act
Cc1cc(C(C)(C)C)ccc1OCCN(C)C
    -0.8	1	6	1.4	1	1.8	-3	0.6	-1.0	-0.2	-0.6
COc1ccc2nc(NC(=O)CN(C)S(=O)(=O)c3cccs3)sc2c1
    -2.1	-19	13	5.0	1	-1.7	0	-3.1	-0.8	0.1	0.4

# (cont.)
# Values run as follows: ssDAF-12 act	sPLA2-III inh	GC-A act	hgDAF12 agonist	SMARCA2 act	hcDAF-12 act	GC-B act	FXN GAA850 act	DAX1 inh-1	DAX1 inh-2	proKLK7 act
CCOC(=O)c1ccc(NC(=O)c2nc[nH]c2C(=O)NC)cc1
    -1.3	-2	-4	3.3	3	-1.1	3	1.3	-0.3	-0.4	-0.5
O=[N+]([O-])c1ccc(C[n+]2cccc3ccc4cccnc4c32)cc1
    -1.5	7	8	-6.9	-6	-1.8	3	-0.8	-1.7	-1.6	-0.2
Cc1cc(-c2cc(C(=O)NCc3ccccc3)on2)nc(NC2CCCC2)n1
    -1.3	-18	1	-0.9	0	-0.1	-2	-0.4	0.8	0.1	0.3
Cn1nc(-c2ccc(C(=O)Nc3cccc(Cl)c3)cc2)c2ccccc2c1=O
    -0.9	-1	4	1.7	-2	-1.6	-1	-0.1	-0.5	-1.0	0.3
COc1cc(/C=C/C(=O)O)cc(S(=O)(=O)NCCCO)c1OC
    -0.9	8	-1	0.5	2	0.5	3	3.4	1.0	0.4	-1.1
CCOC(=O)c1ccc(NC(=O)CS(=O)(=O)c2cn(CC)c3ccccc23)cc1
    -0.7	-55	-9	-1.7	0	-3.7	-7	1.3	-1.0	-1.4	0.7
COC(=O)c1sc(NC(=O)c2cccc([N+](=O)[O-])c2)c(C(N)=O)c1C
    -1.5	-6	8	-3.4	-3	0.4	7	-3.5	-2.3	-1.5	-0.6
